GPR55 antagonists – inhibition of LPI-stimulated GPR55 beta-arrestin translocation – imaging, U2OS, beta-arrestin-GFP, LPI agonist, primary screen (AID 2013); U2OS GPR55 beta-arrestin-GFP translocation imaging, LPI antagonism; higher % means a stronger effect; one-dose inhibition, % at 10 µM; IC50 in µM for titrated hits; hit rate 0.13% among 290,000;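 active = spots per cell inhibited over 60%, with over 100 cells counted and total cytoplasm intensity under 500,000; inconclusive = wells with under 100 cells, flagged as likely toxic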;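 note: U2OS cells stably carrying GPR55 and arrestin-GFP stimulated by 5 µM LPI near EC80; imaged beta-arrestin-GFP aggregate spots per cell after agonist stimulation; plate controls were LPI-stimulated DMSO wells for no effect and DMSO wells without LPI for full effect; some results filed as inactive read as strong as hits; confirmed hits need IC50 under 10 µM and bright autofluorescent wells are also inconclusive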
RSV CPE inhibition – RSV antiviral activity via CPE protection, HEp-2 cells, primary 10 µM value included (AID 2391); HEp-2 cells, RSV-induced CPE inhibition; higher % means a stronger effect; one-dose CPE inhibition, % at 10 µM; IC50 in µM for titrated hits; hit rate 0.13% among 310,000; in the data active = a potency from the dose series; inconclusive = CPE inhibition mostly from about 23% at the one dose, without a potency; inactive = the rest, 99 in 100 with CPE inhibition below about 21%; note: strong numbers were not always called active
HIV peptide binding – cell-free HIV fusion peptide-binding blockers – biochemical, uHTS, fluorescence dequenching, primary screen (AID 1986); inhibition, % at 20 µM; hits with a dose series show IC50 in µM; hit rate 0.3% among 290,000; cell-free peptide binding, fluorescence dequenching, 30 min; higher % means a stronger effect; in the data active = inhibition mostly above about 52%, no sharp cut-off; inactive = mostly below about 76%; note: some results filed as inactive read as strong as hits
Salmonella PhoP GFP – PhoP-dependent GFP reporter repression – Salmonella Typhimurium, primary screen (AID 1863). S. Typhimurium PhoP-regulated promoter GFP reporter, 4 h; higher % means a stronger effect. one-dose inhibition, % at 50 µM; IC50 in µM for titrated hits. hit rate 0.16% among 300,000;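 active = inhibition over 29.93%, a cutoff 3 SD above the screen mean, later confirmed by dose response; inconclusive = inhibition over 29.93% but no dose response follow-up; inactive = inhibition at most 29.93% or unconfirmed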;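 note: 0% = low Mg2+ inducing control and 100% = high Mg2+ repressing control; strong numbers were not always called active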
UTI89 phage lysis – protection from phage-mediated lysis, alamar blue read-out – E. coli UTI89, K1F phage, bacterial capsule biogenesis inhibitors (AID 488966); E. coli UTI89 K1F phage lysis, alamar blue, 2 h; higher % means a stronger effect; one-dose inhibition, % at 100 µM; IC50 in µM for titrated hits; hit rate 0.02% among 340,000;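 active = phage lysis inhibition, versus mean bacterial control, above a set limit; inconclusive = no clear call, values can overlap the other calls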;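 note: capsule biogenesis inhibitors block K1F phage lysis so surviving cells raise fluorescence; higher fluorescence means more inhibition of phage lysis; actives were called in the ten point dose series up to 300 µM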
GPR35 antagonists – GPR35 antagonists blocking zaprinast-driven arrestin recruitment, primary screen, imaging, U2OS, beta-arrestin-GFP, zaprinast agonist (AID 2058); U2OS GPR35 beta-arrestin-GFP translocation imaging, zaprinast antagonism; higher % means a stronger effect; one-dose inhibition, % at 10 µM; IC50 in µM for titrated hits; hit rate 0.052% among 290,000;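 active = inhibition of at least 50% with at least 30 cells and total cytoplasm GFP at most 10,000,000; inconclusive = under 30 cells or total GFP of 10,000,000 plus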
MgcRacGAP inhibition – MgcRacGAP GTPase-activating activity inhibitors, confirmation, biochemical, ADP Hunter fluorescence | MgcRacGAP-stimulated Rac1 GTP hydrolysis, ADP Hunter fluorescence; higher % means a stronger effect; GST-tagged Rac1 F28L mutant substrate | one-dose inhibition, % at 30 µM; IC50 in µM for titrated hits | hit rate 0.6% among 340,000 | AID 624330;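 active = first-screen hits whose inhibition reached a set limit at any dose in the follow-up dose series; inconclusive = inhibition above the set first-screen limit but never retested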;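 note: fluorescence reports GDP produced by GAP-driven GTP hydrolysis; strong numbers were not always called active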
Large T inhibition – SV40 large T antigen inhibitors, biochemical (AID 1903) | SV40 large T antigen ATPase/helicase inhibition assay; higher % means a stronger effect | inhibition, % at 20 µM; hits with a dose series show IC50 in µM | hit rate 0.39% among 310,000; in the data active = a potency from the dose series; inconclusive = inhibition mostly from about 32% at the one dose, without a potency; inactive = the rest, 99 in 100 with inhibition below about 32%; note: strong numbers were not always called active
Dengue-2 NS5 capping – flavivirus cap methylation enzyme inhibition – biochemical, confirmation dose response, primary screen (AID 588689); Dengue-2 NS5 methyltransferase capping enzyme assay, biochemical; higher % means a stronger effect; inhibition, % at 25 µM, or IC50 in µM where a hit was titrated; hit rate 0.3% among 340,000; in the data active = a potency from the dose series; inconclusive = inhibition above about 29% without an active follow-up result
The depositor's hits bear a star; ? = inconclusive; nt = no result given; [ ] = another dose, or the depositor's remark.

SMILES | GPR55 antagonists | RSV CPE inhibition | HIV peptide binding | Salmonella PhoP GFP | UTI89 phage lysis | GPR35 antagonists | MgcRacGAP inhibition | Large T inhibition | Dengue-2 NS5 capping
CCOc1ccc2nc(SCC(=O)N(C)C3CCS(=O)(=O)C3)[nH]c2c1 (configuration not stated) | 12% | 2.6% | -0.5% | 2% | 0.3% | 8% | 10% | 5% | -1%
CCCc1cc(=O)[nH]c(SCC(=O)Nc2ccc([N+](=O)[O-])cc2C#N)n1 | 7% | 2.4% | -2.6% | -5% | 3.0%[50 µM] | -1% | 16% | 7% | 8%
CCOc1cc(S(=O)(=O)N2CCN=C2Cc2ccccc2)ccc1F | 6% | 1.5% | -0.5% | -5% | -0.4%[50 µM] | 4% | 5% | 12% | -6%
COc1ccc(NC(=O)N(C2CCCCC2)C(C)c2cccnc2)c(OC)c1 (configuration not stated) | 22% | 2.4% | -2.4% | -5% | 0.1% | 6% | 11% | 18% | 2%
CCOc1ccc(N2C(=O)CC(N(C)Cc3ccccc3)C2=O)cc1 (configuration not stated) | -4% | 1.3% | -0.9% | -9% | 6.5% | 9% | -2% | -1% | 0%
Cc1ccccc1NC(=O)NC1(C(=O)N2CCCC2)CCCCC1 | 12% | 1.2% | 1.2% | 1% | -0.2% | -11% | 4% | 23% | -5%
Cc1cc(C)n2nc(C(=O)OCC(=O)NC3CCCCC3)nc2n1 | nt | -2.1% | nt | -8% | 0.7%[50 µM] | nt | 4% | 13% | 2%
CC(=O)Nc1sc2c(c1C(=O)N1CCOCC1)CCCCC2 | 4% | 0.7% | -0.1% | 11% | 2.4% | 18% | 9% | -5% | -11%
COc1cccc(NC(=O)Cn2c(CCC(=O)O)ccc2-c2cccs2)c1 | 13% | -1.6% | 8.7% | 4% | -0.8% | -7% | -1% | 23% | nt
COc1cc(OC)cc(-c2c(C#Cc3ccsc3)c3cc(Br)ccc3n2C)c1 | nt | 0.5% | nt | nt | -1.0% | nt | 11% | nt | -2%
CCN1CCN(c2cc(C)c3cc(NC(=S)NCCN(C)C)ccc3n2)CC1 | 14% | -1.3% | 0.0% | 3% | -0.2% | 9% | 17% | 8% | -3%
COC(=O)c1ccc(C(=O)NC2CCCc3c2cnn3-c2cc(F)cc(F)c2)nc1 (configuration not stated) | -18% | 6.6% | 1.2% | -9% | -0.2%[50 µM] | -9% | 2% | 3% | -5%
CCOc1ccccc1NC(=O)c1sc2ncn(CC(=O)N3CCOCC3)c(=O)c2c1C | 6% | 0.8% | -0.8% | -4% | 0.4% | -17% | 2% | -5% | 5%
COc1ccccc1CNc1nc2nc3c(c(=O)n2[nH]1)CCC3 | 0% | 0.8% | 4.0% | -3% | -0.2% | 8% | -3% | 8% | -3%
COc1ccccc1CNC(=O)COC(=O)c1ccccc1SCC(=O)N1CCCC1 | nt | 2.0% | nt | 1% | 0.7%[50 µM] | nt | 3% | 10% | 4%
CCOC(=O)c1c(NC(C)=O)sc2c(O)c(Br)ccc12 | 1% | 6.2% | 0.7% | -7% | 0.0% | 0% | 4% | 13% | 2%
CCN(CC(=O)Nc1ccc(NC(C)=O)cc1)C(=O)CSCC(=O)Nc1ccc(C)cc1 | nt | -1.2% | nt | -15% | 0.9%[50 µM] | nt | 4% | 12% | 5%
O=C(CSc1nc2ccccc2c(=O)n1CC1CCCO1)NCCc1ccccc1 (configuration not stated) | -5% | 1.9% | -0.1% | -5% | 0.0% | 6% | -1% | 10% | -8%
CCOC(=O)c1cc(C(C)=O)n2ccccc12 | 1% | 4.9% | 0.3% | 7% | 2.4% | 4% | 4% | 4% | -1%
C=CCc1cccc(/C=N/NC(=O)CNc2ccccc2OC)c1O | -7% | 14% | 0.7% | -2% | 0.2% | -12% | 1% | 3% | -14%
O=C(Nc1nc2ccccc2s1)NC1CCCCC1 | 3% | 17% | -0.3% | -8% | 0.1% | 9% | 6% | 9% | -5%
C=CCOc1ccc(/C=C/C(=O)OC(C)C(=O)Nc2ccc(NC(C)=O)cc2)cc1 (configuration not stated) | nt | 3.0% | nt | -13% | 0.3%[50 µM] | nt | 7% | 25% | -1%
Nc1ccccc1Sc1ccccc1[N+](=O)[O-] | 3% | 3.9% | -2.7% | 11% | 0.2% | 6% | 8% | 11% | -4%
O=C(Nc1ccc(F)cc1)OCCN1CCN(Cc2ccccc2)CCC1=O | 10% | -0.6% | -0.8% | 4% | -1.1% | -15% | 3% | 3% | -6%
Cn1c(=O)c2c(nc(NC3CCCC3)n2C)n(C)c1=O | 8% | 0.8% | -1.3% | -3% | -0.1% | 16% | 7% | 26% | -1%
Cc1ccc(-c2nnn(CC(=O)N(c3ccccc3F)C(C(=O)NC3CCCC3)c3ccco3)n2)o1 (configuration not stated) | 7% | 4.6% | 0.6% | -14% | 1.0% | -7% | 2% | -3% | -5%
Cn1nc(C(=O)NC2CCC(O)CC2)c2ccccc2c1=O (configuration not stated) | nt | 7.4% | nt | nt | 0.6%[50 µM] | nt | 7% | nt | -8%
COCCNC(=O)C(=O)Nc1ccc2c(c1)N(S(=O)(=O)c1cccs1)CCC2 | nt | 1.8% | nt | 0% | 1.1%[50 µM] | nt | 1% | 15% | 7%
CCOc1ccccc1/C=N/Nc1nc2ccccc2o1 | -5% | 3.2% | -2.5% | -1% | 0.1% | -2% | 1% | 3% | -15%
Cc1nonc1NC(=O)c1oc2ccccc2c1C | -22% | 0.6% | 0.5% | -1% | 0.0% | 0% | -15% | -1% | -10%
COc1ccccc1N1CCN(CCN2C(=O)C3CCCCN3C2=O)CC1 (configuration not stated) | 4% | 1.3% | -2.5% | -1% | -0.7% | 17% | 12% | 0% | 3%
COc1cccc(C2CC(=O)Nc3c2c(=O)n(C)c(=O)n3C)c1OC (configuration not stated) | 15% | 2.3% | -2.5% | -14% | 0.2% | 6% | -1% | 3% | -2%
O=C1NC(=O)C2(COC3(CCCC3)OC2)S1 | 20% | 2.2% | 2.5% | -17% | 0.0% | -7% | 2% | 5% | -13%
O=C(NNc1nc(-c2ccccc2)cs1)c1cccs1 | 8% | 10% | 0.3% | -8% | nt | -15% | nt | 20% | nt
Cc1noc(C)c1C(=O)Nc1cccc(S(=O)(=O)N2CCOCC2)c1 | nt | 1.9% | nt | nt | 0.8%[50 µM] | nt | 0% | nt | -4%
Cc1ccc(N(C(=O)c2cnccn2)C(C(=O)NC2CCCCC2)c2ccc(O)cc2)cc1 (configuration not stated) | -15% | 0.2% | -1.1% | 2% | -0.2% | -2% | 4% | 20% | -6%
Cc1sc2ncnc(N3CCC(C(=O)NNC(=O)c4ccc(Cl)cc4)CC3)c2c1C | nt | 10% | nt | 3% | 0.3%[50 µM] | nt | 10% | 8% | -7%
Cc1ccccc1NC(=O)CSc1nnc(-c2ccccn2)o1 | -2% | 2.2% | 0.2% | -3% | -0.2% | 0% | 7% | 15% | -7%
COc1ccc(NC2CCCN(C(=O)c3ccncc3)C2)cc1 (configuration not stated) | 4% | 0.3% | -1.4% | 6% | 3.5% | 6% | ? | 52% | 5%
COCCNC(=S)NCc1cccs1 | 2% | 1.7% | 1.0% | -3% | -0.4% | -14% | 5% | -1% | -12%
CC(C)(C)c1ccc(/C=C2\SC(=O)N=C2N)cc1 | 6% | 5.9% | 1.3% | -1% | 0.4% | -7% | 2% | 5% | 0%
CC1CC(C)CN(C(=O)c2cccc(S(=O)(=O)Nc3cc(C(F)(F)F)ccc3Cl)c2)C1 (configuration not stated) | 5% | 15% | 32% | -18% | -0.3% | 2% | 11% | 7% | 11%
CN1C(=O)N(C)C2(c3ccccc3)Nn3c(s/c(=C/c4ccccc4)c3=O)=NC12c1ccccc1 (configuration not stated) | 6% | 2.0% | -0.5% | -5% | 1.3% | -11% | 6% | 4% | 3%
NC(=S)N/N=C/c1c[nH]c2ccccc12 | 0% | ? | -1.8% | nt | 0.1% | 14% | 16% | ? | -5%
CCn1cc(CCC(=O)NCCN2CCOCC2)c2ccccc21 | -6% | 0.3% | -0.2% | 1% | 0.3% | 8% | nt | 18% | -7%
COc1cc([N+](=O)[O-])cc(/C=N/N(CCC#N)C(C)=O)c1O | 4% | 7.9% | -1.1% | 7% | 0.7% | 21% | -4% | 12% | 5%
c1ccc2[nH]c(SCc3cn4ccccc4n3)nc2c1 | 13% | 1.4% | 0.3% | 0% | 1.7% | -9% | 7% | 9% | nt
COc1ccccc1C(CNC(=O)COc1cc(C)ccc1Cl)N1CCCC1 (configuration not stated) | nt | -0.6% | nt | -7% | 1.8%[50 µM] | nt | 0% | 5% | 4%
COc1ccc(C(=O)C2CCCN(S(=O)(=O)c3cccc(C)c3)C2)c(C)c1 (configuration not stated) | -3% | 7.1% | 0.3% | 5% | -0.3% | 15% | 8% | 26% | -6%
COc1cccc(C(=O)NCCS(=O)(=O)N2CCC(C)CC2)c1 | nt | -2.0% | nt | 0% | -0.3% | nt | 7% | -5% | 1%
(next part)
SMILES | GPR55 antagonists | RSV CPE inhibition | HIV peptide binding | Salmonella PhoP GFP | UTI89 phage lysis | GPR35 antagonists | MgcRacGAP inhibition | Large T inhibition | Dengue-2 NS5 capping
CCOC(=O)N1CCN(C(=O)COc2ccc(Cl)cc2C)CC1 | 8% | 0.5% | 0.0% | 10% | -0.5% | -8% | -6% | 0% | -6%
CCc1cccc(OCC(=O)Nc2ccc(S(=O)(=O)N3CCCC3)cc2)c1 | -2% | 4.5% | 1.2% | 7% | -0.1% | -6% | 11% | 9% | 6%
COc1ccc(N2CCn3c2nc2c3c(=O)n(CCc3ccccc3)c(=O)n2C)c(OC)c1 | -2% | nt | 0.6% | -7% | nt | 5% | nt | 3% | nt
O=C(NCCSc1ncc(-c2ccc(F)cc2)[nH]1)c1ccc2c(c1)OCO2 | nt | -2.4% | nt | 0% | -1.0% | nt | 3% | 6% | -4%
COc1ccc(S(=O)(=O)N/N=C(/C)c2cccc(NC(=O)c3ccccc3Cl)c2)cc1 | 19% | 2.9% | -2.4% | -4% | 0.4% | 6% | 0% | 9% | -1%
O=C(OCc1ccccc1F)c1ccc2c(c1)OCCO2 | 1% | 1.5% | 1.3% | 11% | 0.5% | 13% | 6% | 2% | -2%
COc1ccc(N(CC(=O)Nc2cccc(SC)c2)S(C)(=O)=O)cc1Cl | 3% | 4.8% | -2.5% | -4% | 0.8% | 3% | 12% | 10% | 4%
Cc1ccc(NS(=O)(=O)c2c(C(=O)N3CCOCC3)c(C)n(C)c2C)cc1C | 0% | 0.8% | -0.5% | -7% | 0.3% | 12% | 13% | 6% | -13%

Compounds were not picked by outcome; about 1.5% have a hit in one of these screens.
